# Menin-MLL TR inh: menin-MLL binding inhibition, Texas Red mutant peptide | O00255 | Menin + Texas Red MLL mutant peptide, fluorescence polarization | Potency, µM (top dose mostly 61.6 µM), inactives show top-dose FP activity change, negative = inhibition, usual class: inhibitors | hit rate 0.23% among 270,000 | AID 1768; active means well fitted inhibition curve with a large enough effect in the polarisation, with a control signal flat, not every such curve was filed as active; inconclusive means small, poorly fitted or top-dose-only effect, or effect the other way, or a change in a side signal; inactive means no such curve, though single readings can be large or run the other way; the % refers to the polarisation; further: potency means the concentration at half of the fitted maximal effect; % of control where 0% means no effect; many of its hits are not listed in these tables
# GALK inhibitor: inhibitors of human galactokinase; Purified GALK, Kinase-Glo residual ATP luminescence; Potency, µM (series often up to 57.5 µM), without a hit: at the highest dose activity change, negative = inhibition, hits mostly inhibitors; hit rate 0.007% among 270,000; AID 1868; further: potency means the concentration at half of the fitted maximal effect; on the % scale 0 is the no-effect control and ±100 the full control effect
# Target sequence (P51570 whole entry, looked up): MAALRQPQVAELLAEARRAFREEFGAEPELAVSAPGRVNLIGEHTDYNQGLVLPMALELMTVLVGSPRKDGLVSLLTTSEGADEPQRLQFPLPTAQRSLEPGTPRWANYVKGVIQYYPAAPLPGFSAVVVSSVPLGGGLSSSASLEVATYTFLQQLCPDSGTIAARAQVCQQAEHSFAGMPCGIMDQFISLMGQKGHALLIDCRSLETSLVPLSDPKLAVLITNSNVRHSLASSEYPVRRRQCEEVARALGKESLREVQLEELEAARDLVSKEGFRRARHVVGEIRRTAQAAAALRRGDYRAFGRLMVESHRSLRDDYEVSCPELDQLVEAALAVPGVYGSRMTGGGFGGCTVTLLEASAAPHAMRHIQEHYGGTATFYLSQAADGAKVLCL
#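 GALK at 5 nM final was combined with compound, 35 uM ATP and 100 uM galactose in HEPES pH8.0 with MgCl2 and DTT. The reaction ran one hour at room temperature before luminescent ATP detection.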
# Coupling enz: inhibits coupling enzyme system, counter-screen for aldolase hits | coupling enzyme system counterscreen, AmpLite Red fluorescence | activity change, negative = inhibition, % at 58.2 µM, hits read low | hit rate 0.67% among 290,000; in the data active means activity change below about -30%; further: on the % scale 0 is the no-effect control and ±100 the full control effect
#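 Coupling enzymes only (glyceraldehyde-3-phosphate) + compound, at 57.5 uM final, 10 min RT; add substrate/coupling/AmpLite Red mix, 20 min RT; fluorescence ex 525/em 598 nm. Actives flag coupling-system interference.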
# Giardia killer: kills Giardia lamblia; Giardia lamblia trophozoite viability; activity change, % at 7.66 µM, hits read low; hit rate 0.15% among 340,000; AID 540267; in the data active means activity change below about -80%; inconclusive means between about -30% and that limit;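 further: parasites exposed to compound for two days anaerobically before the ATP read; on the % scale 0 is the no-effect control and ±100 the full control effect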
#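 Viability, read as ATP luminescence: trophozoites at 100 cells/well, compound added, 48 hrs anaerobic at 37 deg C, then 15-30 min room-temperature development before reading.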
# PKM2 activator: activators of human pyruvate kinase M2; purified PKM2, Kinase-Glo ATP luminescence, activation; response scale: 0% is enzyme alone, no compound; P14618; AID 1631; hit rate 0.34% among 260,000; Potency, µM (titrated, usually from 57.5 µM), without a hit: at the highest dose activation, actives largely listed as activators; further: potency means the concentration at half of the fitted maximal effect; on the % scale 0 is the no-effect control and ±100 the full control effect; nearly all actives have a fitted effect of over 55% in size
# Target sequence (P14618 whole entry, looked up): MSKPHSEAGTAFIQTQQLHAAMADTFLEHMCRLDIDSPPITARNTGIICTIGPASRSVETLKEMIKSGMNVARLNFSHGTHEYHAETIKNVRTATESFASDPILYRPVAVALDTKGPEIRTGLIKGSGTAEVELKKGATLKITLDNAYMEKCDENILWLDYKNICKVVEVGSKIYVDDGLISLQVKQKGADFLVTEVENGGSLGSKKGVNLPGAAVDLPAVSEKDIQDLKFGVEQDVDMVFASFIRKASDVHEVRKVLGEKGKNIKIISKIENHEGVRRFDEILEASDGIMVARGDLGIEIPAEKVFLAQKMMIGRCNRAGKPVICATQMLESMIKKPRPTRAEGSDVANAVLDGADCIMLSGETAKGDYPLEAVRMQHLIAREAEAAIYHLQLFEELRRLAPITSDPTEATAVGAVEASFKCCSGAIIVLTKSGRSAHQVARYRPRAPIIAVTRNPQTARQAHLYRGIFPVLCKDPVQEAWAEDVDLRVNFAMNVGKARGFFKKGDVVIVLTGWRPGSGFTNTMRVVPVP
#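 Kinase-Glo luminescence reports ATP generated from ADP (0.1 mM) and PEP (0.5 mM) by purified hPK-M2 after 1 h at room temperature, pH 7.2 imidazole buffer; intermediate enzyme activity allows detecting inhibitors and activators.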
# Integrin act MD: integrin-mediated muscular dystrophy alleviation activation; hit rate 0.064% among 350,000; alpha7betagal myoblasts, beta-gal FDG fluorescence, 48 h; AID 624291; Potency, µM (highest dose often 38.3 µM), for the others: at the top dose activation, usual class: activators;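 further: potency means the concentration at half of the fitted maximal effect; 100% = response of the positive control SU9516; nearly all actives have a fitted effect of over 60% in size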
#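 alpha7betagal+/- myoblasts (passage 13, 250/well) treated 48 h at 37C with compounds at 1:260 dilution of DMSO stock. Lysed, then beta-galactosidase activity read as FDG fluorescence (ex 480/em 540) after 30 min, with pre-read for autofluorescence.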
# ASM inhibitor: inhibitors of human secretory acid sphingomyelinase; P17405; placental ASM, HMU-PC fluorogenic substrate, 60 min; hit rate 0.006% among 340,000; Potency, µM (series often up to 57.5 µM), inactives show at the highest dose activity change, negative = inhibition, hits mostly inhibitors; further: potency means the concentration at half of the fitted maximal effect
#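 Fluorescence read-out (Ex 386 nm, Em 447 nm) after stopping the reaction at pH 10. Enzyme: ASM from human placenta; substrate HMU-PC0, 9 uM final; 60 min, 37 °C. Compound preincubation 10 min, ambient temperature.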
# B2AR arrestin: agonists driving beta-arrestin recruitment to human beta2-adrenergic receptor | P07550 | beta-arrestin recruitment to beta2AR, cell-based reporter | Potency, µM (titrated, usually from 46.1 µM), without a hit: top-dose activation, usual class: activators | hit rate 0.02% among 330,000;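 further: potency means the concentration at half of the fitted maximal effect; 0% = DMSO controls and full agonism = EC100 isoproterenol or metaproterenol; nearly all actives have a fitted effect of over 65% in size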
# Tb PFK inh: T. brucei PFK enzyme inhibition. hit rate 0.17% among 330,000. T. brucei PFK, ADP-Glo luminescence. Potency, µM (titrated, usually from 57.5 µM), without a hit: at the highest dose activity, negative = inhibition, usual class: inhibitors. AID 485367;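 further: potency means the concentration at half of the fitted maximal effect; 0% = uninhibited 1x PFK enzyme wells and -100% = no-enzyme wells; nearly all actives have a fitted effect of over 60% in size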
#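 Luminescent ADP detection (ADP-Glo, two-step: ATP depletion then ADP-to-ATP conversion for luciferase) reported PFK activity after 45 min room-temperature reaction of 1.25 nM enzyme with 0.5 mM F6P and 0.1 mM ATP at pH 8.0.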
# BCR signal inh: inhibitors of chronic active B-cell receptor signaling; ABC-DLBCL IkBa-CBG/CBR reporter, luminescence ratio, 4 h; Potency, µM (titrated, usually from 46.1 µM), without a hit: at the highest dose ratio change, negative = lower green/red ratio, hits mostly inhibitors; hit rate 0.05% among 340,000; active means well fitted inhibition curve with a large enough effect in the signal ratio, with a control signal flat, not every such curve was filed as active; inconclusive means small, poorly fitted or top-dose-only effect, or effect the other way, or a change in a side signal; the % refers to the signal ratio;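 further: potency means the concentration at half of the fitted maximal effect; plate controls were basal doxycycline-induced cells for no effect and cells given 10 µM MG132 for full effect; MG132 reads +100%, hits lower the ratio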
#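 Doxycycline induced both beetle luciferases in TMD8 lymphoma cells; IKK-driven degradation limits the IkappaBalpha-fused green signal, while red luminescence normalises for cell number and nonspecific effects. Compounds tested up to 46 uM, 4 hrs.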
# TSG101-PTAP inh: blocks PTAP/TSG101 interaction to inhibit HIV-1 budding; 340,000 tested, under 10 active; Fluorescence polarization, FITC-PTAP peptide / Tsg101 binding; Potency, µM (series often up to 115 µM), inactives show at the top dose activity change, negative = inhibition, actives largely listed as inhibitors; Q99816; active means well fitted inhibition curve with a large enough effect in the main read-out, with a control signal flat, not every such curve was filed as active; inconclusive means small, poorly fitted or top-dose-only effect, or effect the other way, or a change in a side signal; inactive means no such curve, though single readings can be large or run the other way; further: potency means the concentration at half of the fitted maximal effect; % of control where 0% means no effect
#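 Compounds were pin-transferred onto Tsg101 binding domain (10 uM final) in HEPES pH 7.5 buffer, then FITC-PTAP peptide was added at 50 nM final. After 20 min at RT, polarization reported peptide displacement across a qHTS concentration series.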
# The depositor's hits bear a star; ? = inconclusive; / = no result given; [ ] = dose if it differs, or a comment. Unless noted, the call rests on the fitted dose curve; in most records, active means well fitted curve in the direction sought with a large enough effect; inconclusive means small, poorly fitted or top-dose-only effect, or another doubt; inactive means no such curve, though single readings can be large; an effect the other way counts as inactive or inconclusive. An excerpt; count on the stated rates, not on these rows.
# Each structure is followed by: Menin-MLL TR inh, GALK inhibitor, Coupling enz, Giardia killer, PKM2 activator, Integrin act MD, ASM inhibitor, B2AR arrestin, Tb PFK inh, BCR signal inh, TSG101-PTAP inh
- Oc1ccccc1N=Nc1ccccc1O
  ?, 2%, -2, 5, -1%, -29%, -3%, 6.7%, 2%, ?, 2%
- Cc1ccccc1CO/N=C/c1[nH]ncc1Br
  /, -1%, 3, -5, 5%, 0%, 0%, 0.4%, 7%, 9%, 1%
- Cc1ccc(S(=O)(=O)Nc2ccccn2)cc1[N+](=O)[O-]
  17%, 7%, 2, 0, -13%, -1%, 7%, -0.1%, -2%, 1%, -5%
- Cc1ccc(CSCC(=O)Nc2ccc3c(c2)OCO3)cc1
  7%, 0%, -3, 1, -17%, -2%[7.66 µM], -3%, 0.3%, -1%, -15%, -7%
- Cc1cccc(NC(=O)COC(=O)[C@@H]2CCCN2C(=O)c2cccs2)c1
  /, /, /, -7, /, 0%, 3%, -0.3%, 9%, ?, -8%
- N#CCc1ccc(NS(=O)(=O)c2ccc(N3CCCC3=O)cc2)cc1
  1%, -1%, 6, -2, 3%, -4%, -6%, -0.2%, 1%, -4%, 1%
- Cn1c(SCC(=O)N/N=C/c2cccs2)nc2ccccc21
  ?, -1%, -16, 6, 4%, -20%, 2%, -0.1%, 4%, ?, -4%
- C=CC#CC1(O)CC(C)N(C)CC1C (stereo not drawn)
  7%, 10%, 7, 21, -5%, ?, 6%, -0.7%, -1%, 5%, 1%
- O=C(O)c1cccc2[nH]c(C(F)(F)F)nc12
  -2%, -2%, 2, -10, 4%, 7%, 0%, -4.8%, -5%, 0%, -12%
- CCCSC1=C(C#N)C(c2ccccc2C)C(C(=O)OC)C(=O)N1 (stereo not drawn)
  -3%, -6%, -1, 17, 0%, -14%, 0%, -0.3%, -3%, 0%, -5%
- COc1ccc(NC(=O)ON=C2c3ccccc3-c3ccccc32)cc1
  -3%, 3%, 7, -16, -7%, 42%, -3%, -4.0%, ?, ?, 0%
- COC(=O)c1c(NC(=O)Cc2ccccc2)sc2c1C(C(=O)OC)CC2 (stereo not drawn)
  -4%, 8%, 3, 16, 0%, -32%, -1%, 0.3%, -3%, ?, -10%
- COc1cc(C(=O)Nc2ccc(N3CCCS3(=O)=O)cc2)c([N+](=O)[O-])cc1OC
  /, /, /, -12, /, 1%, 4%, 0.0%, -1%, 0%, -1%
- Cc1cccn2c(=O)c(C=O)c(Cl)nc12
  /, 4%, -10, -4, -4%, -38%, 242%[activator], -0.1%, -6%, ?, -1%
- Cc1[nH]nc(S(=O)CC(=O)O)c1[N+](=O)[O-] (stereo not drawn)
  3%, 5%, 1, -15, -2%, -23%, 0%, 0.3%, -5%, ?, -1%
- O=S(=O)(c1ccccc1)[C@@]1(c2ccccc2)C[C@@H]2ON=C(c3cccc(Br)c3)[C@@H]2C1
  /, /, /, -7, /, -31%, -1%, 0.3%, 0%, -1%, 0%
- COc1ccc(NC(=O)CN(C)CC(=O)N(CC(C)C)c2c(N)n(CC(C)C)c(=O)[nH]c2=O)cc1
  /, /, /, -27, /, 4%, 83%[activator], -0.3%, 8%, 7%, -7%
- CC(C)C(NC(=O)C12CC3CC(CC(C3)C1)C2)C(=O)NC1=NCCS1 (stereo not drawn)
  -7%, 2%, 3, /, -2%, /, /, -0.1%, 6%, 8%, /
- CC(C)(C)NC(=O)NC(=O)COC(=O)Cc1c(F)cccc1Cl
  -1%, 5%, -3, 15, 2%, 0%, 1%, 0.0%, -1%, -10%, -11%
- Cc1nc2ccccc2n1CC(=O)NC(C)C1CC2CCC1C2 (stereo not drawn)
  -5%, 1%, 0, 6, -2%, -53%[inhibitor], 3%, -0.2%, 4%, -2%, -1%
- Cc1ccc(-c2nc(N)sc2-c2ccc(C)cc2)cc1
  17%, -2%, -2, -4, 7%, -2%, -14%, 0.2%, -3%, ?, -2%
- CCn1c(=O)c2cc(C(=O)N(C)c3ccccc3F)sc2c2ccccc21
  /, -7%, 0, -9, 2%, 21%, -17%, -0.8%, -1%, -26%, -4%
- CCC(C)NC(=O)CCc1nc2ccccc2n1-c1ccccc1 (stereo not drawn)
  0%, 0%, 3, -10, -1%, -13%, 1%, 0.0%, 5%, 10%, 0%
- Cc1cc(C)c2nc(NC(=O)c3ccc4c(c3)OCO4)sc2c1
  -7%, 0%, 1, -22, -1%, 19%, 11%, 0.1%, 0%, 14%, -6%
- Oc1c(Br)cc(/C=N/n2c(-c3ccccc3)n[nH]c2=S)c(O)c1Br
  ?, -8%, 9, -13, -4%[11.5 µM], -45%, 12%, -0.5%, 2%, 17%, -9%
- O=C(Cc1ccccc1)N1CCc2ccccc21
  -8%, -1%, 10, 3, 10%, 7%, -4%, -0.5%, 3%, -24%, -1%
- Cc1cc(NC2CCCC2)n2nc(C)c(-c3ccccc3)c2n1
  7%, 1%, -12, -24, /, 3%, 2%, 1.5%, -8%, ?, -3%
- Cc1ccc([N+](=O)[O-])cc1NC(=O)CN(C)CCOc1ccccc1
  -11%, /, 0, 9, /, 0%, -5%, -0.3%, -6%, -8%, -2%
- Cc1ccc(C(=O)Nc2ccon2)cc1S(=O)(=O)N1CCOCC1
  /, -2%, 2, 11, -15%, -3%, 0%, -0.1%, -1%, -3%, -5%
- O=C(CCSc1ccc(Cl)cc1)NCc1ccccn1
  -1%, -1%, 0, -12, 0%, 1%, -3%, -1.1%, 1%, 3%, -1%

# Reprinted from the part before: 2 entries, followed by the next part.
# Each structure is followed by: Menin-MLL TR inh, GALK inhibitor, Coupling enz, Giardia killer, PKM2 activator, Integrin act MD, ASM inhibitor, B2AR arrestin, Tb PFK inh, BCR signal inh, TSG101-PTAP inh
- Cc1ccc(C(=O)Nc2ccon2)cc1S(=O)(=O)N1CCOCC1
  /, -2%, 2, 11, -15%, -3%, 0%, -0.1%, -1%, -3%, -5%
- O=C(CCSc1ccc(Cl)cc1)NCc1ccccn1
  -1%, -1%, 0, -12, 0%, 1%, -3%, -1.1%, 1%, 3%, -1%
- CC(C)=CC(=O)Nc1nnc(-c2ccccc2)s1
  -20%, 2%, 1, -5, -5%, 18%, 0%, 0.2%, -8%, ?, -1%
- COC(=O)c1cn(C(=O)c2cccc(C)c2)c2ccccc12
  5%, 2%, 0, 9, -5%, 16%, -7%, 0.1%, -2%, -2%, -1%
- O=c1c(C(c2ccc(Br)cc2)c2c(O)nc3n(c2=O)CCCS3)c(O)nc2n1CCCS2
  /, -4%, 5, -15, -1%, -5%, 5%, 0.2%, 2%, 1%, -2%
- Cc1ccc(OCCCNCCO)c(Br)c1
  0%, 3%, 1, 1, -3%, -47%[inhibitor], 2%, 0.2%, 2%, 7%, -2%
- O=C(Nc1c(C(=O)c2ccccc2)oc2ccccc12)c1cc(-c2ccccc2O)n[nH]1
  ?, 1%, 2, 4, 8%, -47%[inhibitor], 27%, -0.1%, 3%, ?, -5%
- O=c1cc(C(F)(F)F)c2sc(N3CCCCC3)nc2[nH]1
  -1%, 10%, -5, -11, 21%, 11%, 162%[activator], -0.3%, 1%, -2%, -5%
- CCOc1ccc(C2CC(c3cccc(OC)c3)Nc3nc(N)nn32)cc1 (stereo not drawn)
  -20%, -2%, 5, -14, 7%, 8%, -1%, -0.3%, 0%, -10%, -2%
- COc1cc(NC(=O)CN2C(=O)c3ccccc3S2(=O)=O)cc(OC)c1
  /, /, /, 24, /, -44%, -1%, -0.9%, 2%, 2%, -3%
- CC(C)/C=C(/C(=O)c1ccc(Cl)cc1Cl)n1cncn1
  -10%, 1%, 1, 34[activator], /, -13%, -2%, -0.1%, 10%, ?, 1%

# Reformatted tab-delimited: part of the list above
SMILES	Menin-MLL TR inh	GALK inhibitor	Coupling enz	Giardia killer	PKM2 activator	Integrin act MD	ASM inhibitor	B2AR arrestin	Tb PFK inh	BCR signal inh	TSG101-PTAP inh
COC(=O)c1cn(C(=O)c2cccc(C)c2)c2ccccc12	5%	2%	0	9	-5%	16%	-7%	0.1%	-2%	-2%	-1%
O=c1c(C(c2ccc(Br)cc2)c2c(O)nc3n(c2=O)CCCS3)c(O)nc2n1CCCS2	/	-4%	5	-15	-1%	-5%	5%	0.2%	2%	1%	-2%
Cc1ccc(OCCCNCCO)c(Br)c1	0%	3%	1	1	-3%	-47%[inhibitor]	2%	0.2%	2%	7%	-2%
